DAX1 inh-1: DAX1 (NR0B1) inhibitors on StAR promoter, primary screen, cell-based, luminescence, SF-1 (NR5A1), full-length DAX-1. HEK293T StAR-luciferase reporter, SF-1/DAX-1 repression relief. inhibition, % at 6.8 µM. hit rate 1.1% among 370,000. AID 652010, 2013;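 active means inhibition above the mean over all tested compounds plus 3 SD, cut at about 3.6% in these data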;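 further: 0% = DAX-1 cells with DMSO and 100% = cells lacking DAX-1 with DMSO; higher inhibition means more luminescence from relief of DAX-1 repression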
NPR2 activator: human GC-B receptor activators, primary screen, HEK293 GC-B cells, cGMP TR-FRET, EC30 CNP. Atrial natriuretic peptide receptor 2 (Homo sapiens), P20594. 0% at EC30 CNP, 100% saturating CNP. activation, % at 10 µM. hit rate 0.11% among 370,000. AID 1920062, 2024;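 active means activation at 10 µM reaching about 35% in either raw or pattern-adjusted values, limit read from the data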
hcDAF12 agonist: H. contortus DAF-12 nuclear receptor activators, primary screen, cell-based, luminescence, HEK293, lit1-tk-luc reporter; HEK293 hcDAF-12 lit1-tk-luc reporter; 0% DMSO, 100% Δ7-dafachronic acid; activation, % at 6.8 µM; hit rate 1.4% among 370,000; AID 652067, 2013;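 active means activation above the mean of all tested compounds plus 3 SD, cut at about 5.5% in these data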;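 further: 100% = response to 3 µM Δ7-dafachronic acid high control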
SMARCA2 activ: SMARCA2 (BRM) function activators, primary screen, cell-based, luminescence, high throughput; MG213 cells, MMTV-luciferase reporter, dexamethasone, overnight; activation, % at 9.1 µM; hit rate 1% among 370,000; in the data active means activation above about 7.8%;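 further: 0% = vehicle wells and 100% = reference activator wells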
HGIII-sPLA2 inh: human group III sPLA2 inhibitors, primary screen, biochemical, QFRET, BODIPY PC-A2 liposome substrate; QFRET BODIPY PC-A2 liposome hydrolysis, fluorescence; hit rate 0.56% among 370,000; inhibition, % at 12.2 µM; Group 3 secretory phospholipase A2 (Homo sapiens), Q9NZ20;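 active means inhibition above mean plus 3 SD of compounds lying within the high and low control bounds, cut at about 19% in these data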;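 further: 0% = median of test compound wells and 100% = no enzyme DMSO wells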
hgDAF12 agonist: H. glycines DAF-12 receptor agonists, primary screen, cell-based, luminescence, HEK293, GAL4 fusion, UAS-luciferase; hit rate 1.8% among 370,000; Nuclear hormone receptor DAF-12 (Heterodera glycines), GAL4 fusion; activation, % at 6.8 µM; HEK293 GAL4-hgDAF12 UAS-luciferase reporter, agonist luminescence; normalized to butyrate control;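 active means activation above a cutoff set at the mean of all screened compounds plus 3 SD, cut at about 10% in these data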;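 further: 0% = DMSO wells and 100% = sodium butyrate wells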
ssDAF12 agonist: S. stercoralis DAF-12 nuclear receptor activators, primary screen, cell-based, luminescence, HEK293, GRIP1 co-expression, lit1-tk-luc; AID 652126, 2013; HEK293 ssDAF-12/GRIP1 lit1-tk-luc reporter; % of 3 µM dafachronic acid response; hit rate 1% among 370,000; Nuclear hormone receptor DAF-12 (Strongyloides stercoralis); activation, % at 6.8 µM;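 active means activation above the mean over all tested compounds plus 3 SD, cut at about 0.9% in these data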;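 further: 0% = DMSO-only wells and 100% = 3 µM delta7-dafachronic acid wells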
DAX1 inh-2: DAX1 (NR0B1) inhibitors, primary screen, cell-based, HEK293, Gal4-DAX1, luciferase luminescence; HEK293 Gal4-DAX1 luciferase reporter; inhibition, % at 6.75 µM; AID 504766, 2011; hit rate 0.99% among 340,000;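 active means inhibition above the mean over all tested compounds plus 3 SD, cut at about 4.2% in these data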;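 further: 0% = DAX1-transfected cells with DMSO and 100% = empty-vector control cells with DMSO; inhibition shows as a rise in luminescence from relieved DAX1 repression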
NPR1 activator: GC-A stimulated cGMP production enhancers – HEK293 GC-A cells, cGMP TR-FRET, EC30 ANP, primary screen; 0% at EC30 ANP, 100% saturating ANP; activation, % at 10 µM; hit rate 0.14% among 370,000; AID 1671463, 2021; in the data active means activation above about 40%
Target sequence (P16066 whole entry, looked up): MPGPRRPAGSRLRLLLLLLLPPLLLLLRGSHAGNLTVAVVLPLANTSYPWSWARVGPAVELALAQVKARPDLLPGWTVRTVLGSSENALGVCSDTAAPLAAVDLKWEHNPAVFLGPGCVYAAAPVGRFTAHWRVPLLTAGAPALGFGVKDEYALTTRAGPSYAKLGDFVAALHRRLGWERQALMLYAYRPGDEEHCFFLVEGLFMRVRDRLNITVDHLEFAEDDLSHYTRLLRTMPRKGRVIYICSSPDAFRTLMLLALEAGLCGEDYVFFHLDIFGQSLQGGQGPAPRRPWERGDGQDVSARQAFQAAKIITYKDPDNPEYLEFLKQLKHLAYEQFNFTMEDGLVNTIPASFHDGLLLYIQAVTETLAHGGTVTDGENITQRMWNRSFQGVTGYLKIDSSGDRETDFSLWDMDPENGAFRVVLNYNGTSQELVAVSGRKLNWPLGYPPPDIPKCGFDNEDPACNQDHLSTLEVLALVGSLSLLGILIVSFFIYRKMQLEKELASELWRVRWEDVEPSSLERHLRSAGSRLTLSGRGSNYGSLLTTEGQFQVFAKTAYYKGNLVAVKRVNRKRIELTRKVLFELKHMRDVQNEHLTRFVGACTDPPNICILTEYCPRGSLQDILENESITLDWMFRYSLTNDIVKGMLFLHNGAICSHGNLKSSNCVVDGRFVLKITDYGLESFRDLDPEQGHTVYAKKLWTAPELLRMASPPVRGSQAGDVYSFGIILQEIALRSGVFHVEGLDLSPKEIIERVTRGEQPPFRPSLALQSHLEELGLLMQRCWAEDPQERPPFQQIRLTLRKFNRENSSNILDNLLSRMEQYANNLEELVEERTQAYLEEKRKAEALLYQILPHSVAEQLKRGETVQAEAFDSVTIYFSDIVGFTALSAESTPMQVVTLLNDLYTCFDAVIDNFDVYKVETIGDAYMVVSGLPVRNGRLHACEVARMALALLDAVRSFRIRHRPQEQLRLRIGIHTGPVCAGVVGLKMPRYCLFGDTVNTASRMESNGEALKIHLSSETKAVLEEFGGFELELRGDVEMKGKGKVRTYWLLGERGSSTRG
proKLK7 act: proKLK7 zymogen activators, primary screen, biochemical, fluorescence intensity; Kallikrein-7 (Homo sapiens), P49862; purified proKLK7, EDANS-DABCYL substrate fluorescence; 100% is mature enzyme control, 0% vehicle; activation, % at 7 µM; hit rate 0.9% among 370,000; AID 652039, 2013;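 active means activation above the mean of all tested compounds plus 3 SD, computed per campaign excluding outliers beyond control limits, cut at about 13% in these data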
GAA850 FXN act: FXN promoter activators, primary screen, cell-based, luciferase luminescence, HEK293 lucGAA850 | HEK293 lucGAA850 FXN promoter luciferase reporter, 24 h; percent of 10 µM SAHA response | activation, % at 6 µM | hit rate 0.56% among 360,000 | AID 540364, 2011;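 active means activation above the average of all compounds screened plus 3 SD, cutoff fixed separately per campaign, cut at about 7.5% in these data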;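 further: 0% = DMSO wells and 100% = 10 µM SAHA wells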
* marks the source's active call; other numbers are inactive results; nt = not tested or not shown.

SMILES | DAX1 inh-1 | NPR2 activator | hcDAF12 agonist | SMARCA2 activ | HGIII-sPLA2 inh | hgDAF12 agonist | ssDAF12 agonist | DAX1 inh-2 | NPR1 activator | proKLK7 act | GAA850 FXN act
CCOC(=O)c1cc2c(OC)c(OC)ccc2c2[nH]cc(C#N)c(=O)c12 | -0.9 | 3.7 | 0.8 | -3.3 | 7.0 | 0.3 | -0.9 | 0.6 | 5.7 | -3.2 | 2.7
CS(=O)(=O)c1sc(C(=O)NC(=S)Nc2ccc(OC(F)(F)F)cc2)c2c1C=CCC2 | -0.1 | 1.6 | 1.4 | -2.0 | 9.8 | -0.5 | -2.3 | 2.4 | 3.8 | 0.3 | nt
O=S1(=O)CCN(C2CCCCCCCCCCC2)CC1 | 0.5 | -1.2 | 0.1 | -7.0 | -2.9 | 0.6 | -0.8 | -0.3 | -2.0 | -1.0 | 0.1
Cc1ccc(CS(=O)(=O)Cc2ccc(C(=O)NCc3ccco3)o2)cc1 | -0.3 | 3.2 | -1.3 | 0.1 | -3.1 | -1.8 | -1.5 | 1.7 | -3.3 | -0.1 | 4.1
Cc1cc(C(=O)COC(=O)c2n[nH]c3ccccc23)c(C)n1C | 4.5* | -3.7 | 8.1* | 4.6 | -8.4 | 17.1* | 1.2* | 1.6 | 1.9 | -0.3 | 0.6
CCN(Cc1nc2ccccc2c(=O)[nH]1)C(=O)c1cccc(NC(=O)c2cccs2)c1 | -2.7 | 2.0 | -0.3 | -0.2 | -4.2 | -3.7 | -0.5 | -0.3 | 2.3 | 0.2 | -0.9
COc1cccc(-c2nnc(SCC(=O)N(C(C)C)C(C)C)o2)c1 | -0.7 | 5.9 | 0.1 | -1.6 | 0.0 | -0.1 | -1.1 | 1.0 | 2.3 | 0.4 | -1.9
CC1CC(C)CN(C(=O)CN2C(=O)NC(C)(C)C2=O)C1 (stereo unspecified) | 2.3 | 1.7 | -0.8 | -1.6 | 6.0 | 0.2 | -1.0 | -0.3 | 4.2 | -0.4 | 1.8
CCCCn1c(N)c(N(CC(C)C)C(=O)c2c(-c3ccccc3)noc2C)c(=O)[nH]c1=O | -1.4 | -9.8 | 0.4 | 0.3 | 6.8 | -0.2 | -0.5 | -0.6 | 1.8 | -0.1 | 2.7
O=C(CN1CCN(Cc2ccccc2Cl)CC1)N/N=C/C=C/c1ccco1 | -0.5 | 4.7 | 0.1 | -1.1 | -11.6 | -1.1 | -1.1 | nt | 1.8 | 0.2 | 2.2
COc1ccc(/C=C/C(=O)Oc2cccc(/C=N/NC(=O)c3cccc(F)c3)c2)cc1 | 0.2 | 1.7 | 0.2 | 2.7 | -2.1 | 4.9 | 0.2 | -1.1 | 3.1 | 0.2 | -1.4
Cc1ccc(CN2CCCN(Cc3ccc(F)cc3Cl)S2(=O)=O)cc1 | -0.2 | 2.5 | 1.6 | -1.6 | -4.2 | 0.1 | -0.4 | 0.8 | -1.7 | -0.2 | -1.1
CCOC(=O)Cn1c(SC)nc2sc3c(c2c1=O)CC(C)(C)OC3 | -1.2 | 4.4 | -0.9 | -1.6 | 3.0 | 0.9 | -0.9 | -0.7 | -0.9 | 0.1 | 3.2
O=C(CCN1CCc2ccccc2C1)Nc1cccc(F)c1 | -0.4 | 0.9 | 0.6 | 0.0 | -4.8 | -1.2 | -0.5 | -0.5 | 3.6 | 1.4 | 0.7
FC(F)(F)c1cnc2c(c1)Nc1ccccc1S2 | 0.2 | -1.5 | -1.0 | -1.8 | 6.9 | 2.1 | -0.9 | -1.6 | 2.4 | 1.4 | 3.7
Cc1ccc(CN2CC(C(=O)Nc3ccncc3)CC2=O)cc1 (stereo unspecified) | 0.2 | 3.0 | 0.8 | -2.6 | 7.0 | 0.2 | -0.8 | 0.4 | 5.3 | -0.1 | -0.4
C(=N\n1cnnc1)/c1cccc(Oc2ccccc2)c1 | 0.1 | 3.3 | -0.3 | 1.9 | 1.2 | 0.6 | -1.2 | 0.3 | -2.4 | 0.1 | 4.4
CCc1cc2cc(C)cc(C)c2nc1SCC(=O)N1CCN(C(=O)c2ccco2)CC1 | 0.7 | 2.0 | -1.4 | -0.7 | -5.7 | -1.0 | -1.1 | 0.9 | -4.5 | -0.3 | 0.5
COc1cc(C(=O)Nc2ccc(NC(=O)C(C)C)nc2)cc(OC)c1OC | 1.1 | 6.4 | -0.4 | -2.9 | -2.0 | 0.5 | -0.9 | 1.9 | 2.9 | -0.3 | -0.5
C=CCn1c(=O)c(C(=O)NCc2ccc(Cl)cc2)c(O)c2ccccc21 | 0.4 | -1.8 | 0.5 | -0.5 | 2.2 | -0.3 | -0.9 | 1.6 | 0.1 | 0.2 | 2.4
O=C(Nc1ccc(N2CCOCC2)c(Cl)c1)c1ccccc1Cl | 1.2 | 3.9 | 0.4 | 0.3 | 1.5 | 8.6 | -0.9 | 0.1 | -0.8 | 0.6 | 0.9
O=C(CN1CCSCC1)N/N=C/c1ccc(F)cc1F | 0.2 | 2.5 | 0.0 | -2.0 | -1.9 | 1.9 | -1.0 | -0.9 | 4.7 | -0.2 | 1.5
CC(C)(C)NCCCCOc1ccccc1F | 0.2 | -0.1 | 0.3 | 0.9 | 15.9 | 3.4 | -1.1 | -1.4 | 4.9 | -0.3 | -2.3
O=C1OC(CO)CN1Cc1ccccc1 (stereo unspecified) | -0.2 | 4.7 | 1.8 | -1.8 | -2.4 | 0.9 | -1.1 | 0.7 | 1.3 | 0.8 | 0.4
CCOC(=O)c1ccc(N/C=C/C(=O)c2ccccc2)cc1 | 1.1 | -3.7 | 0.7 | 1.3 | -27.7 | 12.0* | -0.8 | 2.2 | 0.9 | -1.0 | 6.2
O=C(c1ccc(CS(=O)Cc2ccccc2Cl)o1)N1CCN(c2cccc(Cl)c2)CC1 (stereo unspecified) | -1.4 | -5.0 | -2.8 | -3.6 | -26.0 | -3.6 | -1.6 | 0.5 | -4.5 | 0.3 | -0.1
Cc1ccccc1C(=O)c1cccn1CC(=O)NC(C)CCc1ccccc1 (stereo unspecified) | 0.2 | -5.9 | 0.0 | -0.1 | -1.0 | -0.8 | -1.3 | 0.8 | -9.4 | 0.1 | 2.4
Cc1ccc(S(=O)(=O)N2[C@@H](Cc3ccccc3)CO[C@H]2CC(=O)c2ccccc2)cc1 | -1.0 | 11.5 | 0.6 | 1.3 | -1.0 | -0.8 | -0.9 | nt | 2.4 | 0.8 | nt
COc1ccc(NC(=O)CSCC(=O)N2CCN(c3cccc(C(F)(F)F)c3)CC2)cc1 | 2.2 | -3.1 | -2.0 | -3.3 | -25.3 | 0.5 | -1.0 | 0.8 | 4.0 | 0.6 | 0.4
COc1cccc(/C=C/C(=O)c2ccc(C)c([N+](=O)[O-])c2)c1 | -0.6 | -2.8 | -2.2 | 1.3 | 4.3 | -2.3 | -1.7 | 0.8 | -10.8 | -0.1 | 1.3
CSc1ccc(COC(=O)c2cc([N+](=O)[O-])ccc2N2CCOCC2)cc1 | 3.2 | -2.7 | 0.1 | -3.5 | -4.0 | -3.4 | -1.2 | -0.7 | -6.7 | 0.4 | -4.5
Cc1ccc(N(Cc2cc(=O)[nH]c3ccccc23)C(=O)CCl)c(C)c1 | -1.6 | -5.7 | -2.2 | -5.1 | -2.5 | -0.2 | -0.6 | -3.7 | -21.5 | 0.1 | -12.7
COCCNC(=O)C1CC(=O)N(CCc2ccccc2)C1 (stereo unspecified) | 0.1 | 4.8 | -1.4 | -1.8 | 0.1 | 4.5 | -1.1 | -0.6 | -6.6 | -0.5 | -2.0
CC1(C(=O)NS(=O)(=O)c2ccc(Cl)cc2)CCN1C(=O)CCc1cccs1 (stereo unspecified) | 0.8 | 1.2 | 0.9 | 0.1 | -8.8 | 1.8 | -0.8 | nt | 4.6 | -0.1 | -1.1
NC(=O)CSc1nnc(-c2cccc(S(=O)(=O)N3CCOCC3)c2)n1C1CCCCCC1 | -1.1 | 1.3 | -0.9 | -0.4 | -6.6 | 1.8 | -1.2 | -0.2 | -1.7 | 0.5 | 1.2
CCC(CO)NCCNC(CC)CO (stereo unspecified) | 0.2 | -4.3 | -0.2 | -8.5 | 3.1 | 6.5 | -1.1 | 0.3 | -1.9 | 0.2 | 1.3
CCCOC(=O)Nc1cc(OC)c(Cl)cc1OC | -0.3 | -2.1 | 0.8 | 1.6 | 3.1 | 0.0 | -0.5 | 0.0 | 0.4 | -0.1 | 0.6
Cc1nnc(NC(=O)C2(c3ccccc3)CCOCC2)s1 | 0.8 | 1.7 | -0.1 | -7.5 | 0.8 | -1.9 | -1.3 | 0.8 | -1.4 | -0.1 | -1.0
CCc1ccc(NC(=O)c2cc(C)nn2-c2ccccc2)cc1 | -0.5 | -1.1 | 0.5 | -2.2 | -1.0 | 2.1 | -1.1 | -1.7 | 4.9 | 0.0 | 0.5
Cc1ccc(S(=O)(=O)N2CC3(O)CN(C(=O)OC(C)C)N(C(=O)OC(C)C)CC3(OC(=O)NC3CC3)C2)cc1 (stereo unspecified) | 0.1 | -7.4 | -0.5 | -3.8 | -7.9 | -0.3 | -0.3 | nt | 1.8 | -0.1 | nt
O=C(COc1ccccc1Br)N1CCN(C(=O)c2ccco2)CC1 | 0.5 | -1.6 | -1.9 | 0.2 | 2.7 | -1.5 | -0.9 | 0.2 | 4.5 | 0.0 | 1.5
CC(CCc1ccc(O)cc1)NCCc1ccc(O)c(O)c1 (stereo unspecified) | 0.5 | 2.6 | -3.5 | -7.8 | 10.4 | -2.8 | -1.8 | 1.7 | -4.6 | 1.2 | 3.6
CC(=O)c1ccc(-c2nnc(CCC(=O)N(C)Cc3cccc4cnccc34)o2)s1 | -0.9 | 3.7 | -1.3 | -1.5 | -4.4 | -1.0 | -1.1 | 0.7 | -0.1 | -0.1 | -1.0

Assay outcomes from PubChem.
